# LGR2 antag – Drosophila LGR2 receptor signaling inhibition. HEK293 LGR2, CRE-luciferase, bursicon-stimulated, 4 h. inhibition, % at 9.99 µM. AID 720647. actives 0.35% (n = 380,000);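 active means drop in luminescence signal, shown as inhibition above about 50% in the replicate tests, limit read from the data, passing the limit was not always enough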;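 further: agonist challenge used bursicon conditioned medium at about half maximal strength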
# SIRT5 block – sirtuin-5 (human) deacylase inhibition; AID 652115; Q9NXA8; inhibition, % at 15 µM; actives 1.1% (n = 330,000); Purified SirT5, succinyl-peptide AMC, trypsin-coupled fluorescence; in the data active means inhibition above about 15%
# Target sequence (Q9NXA8 whole entry, looked up): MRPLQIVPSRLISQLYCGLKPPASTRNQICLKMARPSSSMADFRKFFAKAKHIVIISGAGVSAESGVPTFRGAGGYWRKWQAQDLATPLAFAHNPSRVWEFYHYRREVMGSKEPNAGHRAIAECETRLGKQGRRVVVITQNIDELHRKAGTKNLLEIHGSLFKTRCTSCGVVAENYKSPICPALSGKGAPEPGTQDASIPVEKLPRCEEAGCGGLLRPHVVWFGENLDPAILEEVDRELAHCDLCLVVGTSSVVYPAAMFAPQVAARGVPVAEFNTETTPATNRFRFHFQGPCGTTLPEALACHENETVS
# Cneo AK release – causes C. neoformans cell lysis. adenylate kinase release luminescence, 4 h; normalised: neutral wells 0, clomiphene wells 100. lysis activity, % at 15 µM. actives 0.2% (n = 360,000). AID 651654;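 active means mean lysis activity across replicates of at least 80%, whatever share of replicates individually reach that level; inactive means mean lysis activity below 80%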
#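 Test system: log-phase Cryptococcus neoformans yeast cells. Input: 5 × 10^6 yeast cells/mL. Medium: fresh YPD growth medium. Doses: single dose. Incubation: static 4 h at 37 °C with compound, 1 h detection. Measured by: luminescent adenylate kinase detection reagent. Read-out: signal increase indicating cell lysis. Benchmarks: Clomiphene.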
# Statin myotox sup – protects C2C12 myotubes from simvastatin toxicity. actives 0.78% (n = 330,000). rescue of ATP level, % at 7.49 µM. ATP luminescence, 48 h; scaled: DMSO 0, geranylgeraniol control 100;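 active means mean ATP rescue above about 67%, or every replicate alone reaching that limit, limit read from the data, passing the limit was not always enough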;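 further: myotubes were challenged with 10 µM simvastatin during compound exposure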
# ERAP1 HTS inh – inhibitors of human ERAP1 aminopeptidase. inhibition, % at 10.7 µM. actives 0.15% (n = 340,000). AID 652197. recombinant ERAP1, Leu-AMC fluorescence, 60 min. Q9NZ08;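 active means mean replicate inhibition of at least 30%, or all replicates individually reaching that 30% level; inactive means mean below 30% and not every replicate reaching it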;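 further: 0% = neutral control wells and 100% = L-leucinethiol positive control wells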
# PGC1a acetyl inh – modulators of PGC1a acetylation | AID 651687 | U2OS PGC1a acetylation, AlphaScreen anti-acetyl-lysine; with virally co-expressed GCN5 acetyltransferase | inhibition, % at 15.6 µM | actives 0.17% (n = 350,000);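 active means every replicate shows inhibition of at least 40%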;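 further: 0% = neutral control wells and 100% = positive control wells; some results beyond the cut were filed as inactive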
# Xi reactivation – reactivates the inactive X chromosome in mouse fibroblasts; activation, % at 7.58 µM; actives 0.055% (n = 360,000); XiGFP mouse fibroblasts, % GFP-positive cells imaging, 3 d; cells co-treated with 5-aza-dC sensitizer; scaled so ellipticine positive control = 100%;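 active means mean normalized replicate activation at least 10% and every replicate at or above 10%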;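 further: 0% = median of on-plate neutral control wells and 100% = ellipticine 6 µM median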
#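 Assay system – SV40-immortalized XiGFP fibroblast cells, line 68-5-11 · Buffer or medium – DMEM supplemented with 5-aza-dC as sensitizing agent · Dosing – one concentration, pinned · Benchmarks – positive control ellipticine, 6 µM final · Times – 3 days compound exposure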
# S100A4 MyoIIA – S100A4-myosin IIA interaction inhibition | P26447 | inhibition, % at 10.7 µM | S100A4/TAMRA-MyoIIA peptide fluorescence polarization | AID 652163 | actives 0.14% (n = 360,000);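 active means mean inhibition of at least 70% across replicates, with every replicate also reaching that level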
# Target sequence (P26447 whole entry, looked up): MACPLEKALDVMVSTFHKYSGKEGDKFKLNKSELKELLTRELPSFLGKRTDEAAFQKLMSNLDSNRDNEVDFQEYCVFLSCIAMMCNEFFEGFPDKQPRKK
#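 Test system – S100A4 monomer (human) · Compound – single-point compound testing · Schedule – 5 min incubation before reading · Probe or stimulus – TAMRA-labelled myosin IIA heavy-chain peptide probe, 5 nM · Benchmarks – neutral control DMSO, positive control TFP · Medium – Calcium-containing HEPES buffer, pH 7.2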
# * marks the source's active call; other numbers are inactive results; x = no result given. An excerpt; count on the stated rates, not on these rows.
SMILES,LGR2 antag,SIRT5 block,Cneo AK release,Statin myotox sup,ERAP1 HTS inh,PGC1a acetyl inh,Xi reactivation,S100A4 MyoIIA
CCCCCCSc1ccc([C@@H]2[C@H]3C(=O)N(CC)C(=O)[C@H]3[C@]3(C(=O)OC)CCCN23)cc1,x,x,-2,-3,-3,-7,0.0,-12
O=C(c1[nH]ncc1-c1cccc(Br)c1)C1CO1 (stereo unspecified),17,1,x,x,0,x,0.0,-2
CC(C)CNc1ncnc2c1ncn2[C@H]1CN(Cc2ccc(Cl)cc2)C[C@@H](CO)O1,-4,0,-4,3,-6,1,0.1,-14
O=[N+]([O-])c1ccc(N2CCCC2)cc1NC1CC1,-4,x,3,4,7,-10,-0.1,2
O=C1c2ccccc2C(=O)N1Nc1ccc([N+](=O)[O-])cc1[N+](=O)[O-],-3,-3,-3,10,1,x,0.2,6
Cc1csc(N2CCN(c3cc4c(cc3Cl)nc(-c3ccncc3)n4CCCN3CCCC3)CC2)n1,14,0,3,-4,-24,x,0.0,-6
CC(C)C(=O)Nc1ccc2c(c1)C(=O)N(C)[C@H]1CC[C@@H](CC(=O)N[C@H](C)c3ccccc3)O[C@H]1CO2,-1,x,2,-2,x,-10,0.1,x
O=[N+]([O-])c1ccc(Oc2ccc(C(F)(F)F)cn2)cc1,-11,-4,x,x,1,x,0.2,-1
Cc1cc(=O)oc2c3c(cc(OCC(=O)NCC(O)c4ccccc4)c12)OC(C)(C)CC3 (stereo unspecified),-13,x,0,4,x,-1,x,16
Cc1cc2cc(CNC(=S)NCc3ccccc3)ccc2n1C,6,-4,-2,-16,-2,-6,0.0,9
O=S1(=O)CCOC[C@H](Cc2ccccc2)N1Cc1ccccc1F,3,x,0,15,x,-3,-0.3,4
Cc1ccc(C(=O)N2CCN(Cc3ccc4c(c3)OCO4)CC2)cc1C,x,2,0,22,0,4,-0.2,-2

# Laid out differently: results already given
# Second line of a record: LGR2 antag | SIRT5 block | Cneo AK release | Statin myotox sup | ERAP1 HTS inh | PGC1a acetyl inh | Xi reactivation | S100A4 MyoIIA
- O=C(c1[nH]ncc1-c1cccc(Br)c1)C1CO1 (stereo unspecified)
 : 17 | 1 | x | x | 0 | x | 0.0 | -2
- CC(C)CNc1ncnc2c1ncn2[C@H]1CN(Cc2ccc(Cl)cc2)C[C@@H](CO)O1
 : -4 | 0 | -4 | 3 | -6 | 1 | 0.1 | -14
- O=[N+]([O-])c1ccc(N2CCCC2)cc1NC1CC1
 : -4 | x | 3 | 4 | 7 | -10 | -0.1 | 2
- O=C1c2ccccc2C(=O)N1Nc1ccc([N+](=O)[O-])cc1[N+](=O)[O-]
 : -3 | -3 | -3 | 10 | 1 | x | 0.2 | 6
- Cc1csc(N2CCN(c3cc4c(cc3Cl)nc(-c3ccncc3)n4CCCN3CCCC3)CC2)n1
 : 14 | 0 | 3 | -4 | -24 | x | 0.0 | -6

# (list continues)
SMILES,LGR2 antag,SIRT5 block,Cneo AK release,Statin myotox sup,ERAP1 HTS inh,PGC1a acetyl inh,Xi reactivation,S100A4 MyoIIA
COc1cccc(-c2ccc([C@H]3[C@@H](CO)N4CCCCN(Cc5cncnc5)C[C@H]34)cc2)c1,-27,1,-2,24,0,-1,0.0,-6
COc1ccc(C2CCCN2C(=S)Nc2ccc(C)cc2Cl)cc1OC (stereo unspecified),-28,0,-4,-7,2,12,0.0,-2
S=C(NCCCN1CCOCC1)N1CCOCC1,x,-3,x,x,1,x,0.8,2
CCN(CC(=O)Nc1cc(Cl)ccc1C)C(=O)c1cc([N+](=O)[O-])ccc1N1CCOCC1,-33,-1,0,-9,3,-10,0.3,2
Cc1ccc(C)c(S(=O)(=O)N2CCN(C(=O)c3cncc(Br)c3)CC2)c1,11,-1,3,22,1,x,0.3,-3
COc1ccc(OCC(=O)Nc2cc3c(cc2C(=O)O)OCCCO3)cc1,-5,1,0,-1,1,x,0.4,-10
COC(=O)c1ccc(C)c(NC(=O)CCCN2C(=O)CN(C)C2=O)c1,1,-4,0,-10,2,-6,0.2,2
Cc1noc(C)c1S(=O)(=O)N(C)C[C@@H]1OCCCC[C@@H](C)Oc2ccc(NC(=O)c3ccccc3)cc2C(=O)N([C@@H](C)CO)C[C@@H]1C,12,4,0,x,4,-6,-0.3,-9
CCCCOc1ccc(C(=O)Nc2ccc(S(=O)(=O)Nc3cc(C)on3)cc2)cc1OC,-14,0,3,-4,-3,x,x,-4
CCOc1cc(C(=O)NN2CCOCC2)cc(OCC)c1OCC,4,7,0,-4,-3,x,0.0,-2
CCC(=O)N1C[C@@H](C)[C@@H](OC)CN(C)C(=O)c2cc(NC(=O)Nc3ccccc3)ccc2OC[C@H]1C,-1,x,-1,7,x,-3,0.6,x
COCCn1cnnc1SCC(=O)Nc1sc2c(c1C#N)CCC2,4,1,-3,-5,-1,1,1.4,4
O=C1Cc2cc(S(=O)(=O)Nc3ccc(F)cc3Cl)ccc2N1,-12,-18,1,-7,-4,x,0.0,0
O=C(C[C@H]1CC[C@@H](NC(=O)C2CCOCC2)[C@H](CO)O1)NCC1CC1,0,2,x,x,-3,3,-0.1,9
COCC(=O)Nc1ccc2c(c1)C(=O)N(C)C[C@@H](OC)[C@@H](C)CN(C)[C@@H](C)CO2,-4,1,2,-33,-2,16,0.1,-2
C[C@H](O)C#Cc1ccc2c(c1)O[C@H](CN(C)C(=O)CN(C)C)[C@@H](C)CN([C@@H](C)CO)S2(=O)=O,-11,-1,18,0,-1,-1,1.5,-10
CCOc1cc2c(cc1OCC)C(c1ccccc1)N(c1ccccc1)C(=O)C2 (stereo unspecified),-15,x,1,12,x,-4,0.1,x
O=C(NC1CCCCC1)C1CCN(S(=O)(=O)c2cccc3nsnc23)CC1,8,0,0,-4,-8,16,x,-14
O=c1c(-c2ccc(Br)cc2)coc2c(CN3CCCCC3)c(O)ccc12,-7,-3,-1,-10,2,0,0.0,1
C[C@H](CO)N1C[C@H](C)[C@H](CN(C)C(=O)Nc2cccc3ccccc23)Oc2c(NC(=O)C3CCCCC3)cccc2C1=O,14,1,0,-23,2,-2,0.1,-4
Cc1ccc(-c2csc3ncnc(OCC(=O)NC(=O)NCc4ccco4)c23)cc1,-9,-3,0,32,-1,1,x,-8
O=C(CSc1ccccn1)Nc1ccc(Cl)c([N+](=O)[O-])c1,-15,-2,x,x,2,2,0.1,1
C[C@@H]1CN([C@@H](C)CO)C(=O)c2cc(NS(=O)(=O)c3cn(C)cn3)ccc2O[C@@H]1CN(C)C(=O)Nc1ccc(F)cc1,4,x,x,10,x,-27,-0.1,x
O=C(COc1ccccc1)N1CCN(C(=O)COc2ccccc2)CC1,7,0,-1,3,0,-8,x,29
CSC[C@H]1CN(CCc2ccccc2)C(=O)[C@@H]1CC(=O)Nc1ccc(Br)cc1,8,-5,0,6,x,-11,0.1,3
COc1ccc(CNC(=O)C2CCCN(c3nn4c(=O)cc(C)nc4s3)C2)cc1 (stereo unspecified),-2,4,3,3,-3,4,0.0,-2
COc1ccc(OCc2cc(C(=O)NC(C)Cn3cncn3)no2)c(Cl)c1 (stereo unspecified),-5,3,-2,-6,0,-6,0.2,-13
Cc1cc(C)cc(-n2c(C)cc(/C=N/NC(=O)c3cccc([N+](=O)[O-])c3C)c2C)c1,-4,0,-1,3,1,x,x,-3
Cc1sc(-n2c(C)cc(/C=C3\SC(=S)NC3=O)c2C)c(C#N)c1C,0,3,-2,54,0,8,x,-12
Cc1ccc(C)c(S(=O)(=O)N/N=C/c2ccc(F)cc2)c1,x,-2,x,x,-7,x,0.1,-2
Cc1cc(C(=O)N/N=C/c2ccco2)n[nH]1,10,4,x,x,5,-8,0.1,0
NC(CCc1ccccc1)c1csc(NC(=O)NCC2CCCCC2)n1 (stereo unspecified),-13,-1,1,-17,1,x,-0.1,-32
CN(C)C(=O)C[C@@H]1C[C@@H]2c3cc(NC(=O)NC4CCCCC4)ccc3O[C@@H]2[C@H](CO)O1,-8,5,-1,4,-1,5,0.5,4
O=c1c2ccccc2nc(/C=C/c2cccc([N+](=O)[O-])c2)n1CCO,12,0,x,x,-2,x,0.0,-1
CCOc1ccc(S(=O)(=O)N/N=C(\C)C2CCCCC2)cc1,-6,0,x,x,-1,x,0.0,-1
COc1ccc(OC)c(NC(=O)NNC(=O)COc2ccc(F)cc2F)c1,6,-3,4,11,-1,x,0.5,-2
O=C(O)/C(=C\c1ccc(-c2ccc(F)cc2)o1)c1ccccc1,-5,x,x,x,-4,3,0.2,-1
C[C@@H]1CN([C@H](C)CO)C(=O)Cc2cc(NC(=O)Nc3cccc4ccccc34)ccc2O[C@H]1CN(C)S(C)(=O)=O,-3,x,0,33,1,-4,0.0,-3
CN(C[C@H]1N[C@@H](CO)[C@H]1c1ccc(-c2cccc(F)c2)cc1)S(C)(=O)=O,-27,0,99*,1,-5,20,0.4,-5
COCC(=O)Nc1ccc2c(c1)C(=O)N(C)[C@@H]1CC[C@@H](CC(=O)NC3CCCC3)O[C@@H]1CO2,2,x,-6,4,x,-1,0.2,x
COC(=O)COc1cccc(NC(=O)c2cccc(C)c2)c1,-1,-2,x,9,6,2,0.0,-6
Cc1cc(F)c(F)cc1C(=O)N1CCCC1,1,-1,x,x,3,x,0.0,-8
O=S(=O)(N[C@H]1CC[C@@H](CCn2cc(C3(O)CCCC3)nn2)O[C@@H]1CO)c1ccc(Cl)cc1,6,-2,-4,11,0,-2,3.4,7
O=C(Oc1ccc2cc(Br)ccc2c1)c1cccnc1,-9,x,-3,-16,x,3,x,x
CCc1ccc2nc(SCC(=O)NCC3CCCO3)c(C#N)cc2c1 (stereo unspecified),7,-1,x,-7,1,8,0.0,2
COc1ccc(C(=O)C[n+]2cn(C(F)F)c3ccccc32)c(F)c1,-49,6,-10,-5,-1,9,0.3,-1
Cc1ccnc(NC(=O)CCCOc2ccc(Cl)cc2C)c1,25,0,x,x,1,x,0.1,1
N#Cc1ccc(-c2cccnc2)nc1SCc1ccc(Cl)c(Cl)c1,4,-1,-2,1,-3,x,0.4,3
CCN(CC)CCNC(=S)N1CCn2c(nc3ccccc32)C1,0,-3,5,6,0,x,0.1,1
Cc1cccc(C)c1NC(=O)N1CCC(n2c(=O)[nH]c3ccccc32)CC1,-3,1,1,21,1,4,-0.4,2
NC(=O)c1ccc(NC(=O)c2ccc(COc3ccccc3Br)cc2)cc1,-20,1,0,-13,-2,x,0.0,-1
COc1ccc(-c2cc(C(=O)N3CCN(C(=O)c4ccco4)CC3)[nH]n2)cc1,-22,-2,1,9,0,x,0.1,1
COC(CN(C)C(=O)C1CCC(CNS(=O)(=O)c2ccccc2)CC1)OC (stereo unspecified),6,-1,-1,4,-2,6,0.1,8
O=C(Cc1ccc(-c2ccccc2)cc1)NCc1ccccc1,-4,x,0,x,x,-1,0.7,x
CCc1nn2c(=O)c(S(=O)(=O)Nc3ccccc3)c(C)nc2s1,-2,1,-10,-4,-1,x,0.5,3
COC(=O)C[C@@H]1C[C@H]2c3cc(NS(=O)(=O)c4ccc(OC)cc4)ccc3O[C@H]2[C@H](CO)O1,7,x,2,3,x,-2,0.1,x
CC(=O)N[C@H]1[C@H]([C@H](O)[C@H](O)CO)OC(C(=O)O)=C[C@@H]1O,1,0,4,3,-2,4,0.0,-1
Cc1cccc(-n2ncc3c(N)ncnc32)c1,x,-6,0,-4,-5,4,x,1
Cc1cc(C)c(S(=O)(=O)N2CCN(c3ccccc3)CC2)c(C)c1,7,-1,0,4,-3,x,0.1,-13

# Bioassay records: PubChem, Broad Institute
